From PubChem
LDHA block – inhibitors of human lactate dehydrogenase A | hit rate 0.15% among 480,000 | P00338 | purified LDHA, NADH/diaphorase-resazurin fluorescence; hits give low values | activity change, % (values are at about 110 or 230 µM); in the data active = activity change below about -30%; inconclusive = mostly about -25% to -30%;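 also: plate controls were DMSO wells for no effect and wells without enzyme for full effect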
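Resorufin fluorescence (ex540/em590), read at 0 and 20 min after diaphorase/resazurin addition, reports the NADH left after a 5 min room-temperature reaction of 2 nM human LDH5 with 0.06 mM NADH and 0.2 mM pyruvate.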
PI4K2A inh – PI4K2A (human) kinase inhibition; Q9BTU6; purified PI4K2A, ADP-Glo luminescence, 1 h; hits give low values; activity change, negative = inhibition, % at 76.9 µM; hit rate 0.13% among 420,000; AID 1346378; in the data active = activity change below about -50%; inconclusive = mostly about -30% to -49%;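 also: -100% = wells without enzyme as full effect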
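In this quantitative HTS, ADP production by PI4K2A was quantified luminescently after 1 h at ambient temperature; 100 microM adenosine served as plate-quality control.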
USP1-UAF1 inh – inhibitors of human USP1/UAF1 deubiquitinase; Potency, µM (top dose mostly 57.1 µM), for inactives: at the highest dose activity change, negative = inhibition, most hits filed as inhibitors; hit rate 0.23% among 390,000; O94782; recombinant USP1/UAF1, Ub-Rhodamine cleavage fluorescence; also: potency is read from the fitted curve at half-maximal effect; % is scaled to controls: 0 for no effect and ±100 for the full control effect; nearly all actives have a fitted effect of over 60% in size; inactives centre near -12
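Step one: compound is pinned into 1nM USP1/UAF1 in HEPES pH 7.8 buffer with TCEP. Step two: 15 min room-temperature incubation. Step three: Ub-Rho (150nM final) starts cleavage, tracked by fluorescence over six one-minute reads.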
IDH1 R132H inh – blocks human mutant IDH1 R132H enzyme; O75874; IDH1-R132H enzyme, NADPH consumption, diaphorase/resazurin fluorescence; Potency, µM (top dose mostly 76.6 µM), inactives show at the top dose activity change, negative = inhibition, usual class: inhibitors; hit rate 0.093% among 390,000; also: potency is read from the fitted curve at half-maximal effect; % is scaled to controls: 0 for no effect and ±100 for the full control effect; nearly all actives have a fitted effect of over 65% in size
Target sequence (O75874 whole entry R132H, stated change not applied): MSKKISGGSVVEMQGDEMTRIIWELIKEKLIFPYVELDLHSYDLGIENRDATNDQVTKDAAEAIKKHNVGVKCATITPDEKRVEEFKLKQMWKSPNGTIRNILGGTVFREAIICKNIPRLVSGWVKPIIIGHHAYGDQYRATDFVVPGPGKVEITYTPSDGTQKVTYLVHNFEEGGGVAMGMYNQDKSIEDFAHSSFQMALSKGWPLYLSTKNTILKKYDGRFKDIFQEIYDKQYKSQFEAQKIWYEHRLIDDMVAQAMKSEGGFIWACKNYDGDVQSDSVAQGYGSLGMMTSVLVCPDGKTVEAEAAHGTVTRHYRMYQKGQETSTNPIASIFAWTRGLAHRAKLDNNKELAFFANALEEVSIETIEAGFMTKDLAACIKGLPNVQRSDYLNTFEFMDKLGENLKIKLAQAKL
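IDH1-R132H (0.5 ug/mL dispensed) in pH 7.5 Tris buffer was preincubated 30 min with compound, then given a substrate mix of 0.016 mM NADPH and 2 mM alpha-KG for 80 min at room temperature; remaining NADPH was read by diaphorase/resazurin fluorescence.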
RXFP1 ag – agonists of human relaxin receptor RXFP1; HEK293T-RXFP1 cAMP TR-FRET, 30 min; response scale: percent of porcine relaxin response, buffer zero; Potency, µM (titrated, usually from 57.5 µM), without a hit: top-dose activation, actives largely listed as activators; hit rate 0.3% among 370,000; AID 2676; also: potency is read from the fitted curve at half-maximal effect; % is scaled to controls: 0 for no effect and ±100 for the full control effect; nearly all actives have a fitted effect of over 60% in size; many of its hits are not listed in these tables
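cAMP rise read by TR-FRET after 30 min, 37C compound exposure (up to 58 uM) in RXFP1-transfected HEK293 cells with Ro 20174 present. EC50 from Hill-equation fits, with 29 nM porcine relaxin as 100% and buffer as basal.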
Vif-A3F inh – Vif-A3F binding inhibition; AID 602313; hit rate 0.2% among 390,000; Potency, µM (titrated, usually from 46.1 µM), for inactives: at the top dose activity, negative = active; HeLa A3F-eYFP + Vif (tagged APOBEC3F with the HIV-1 protein that degrades it), YFP fluorescence increase; also: potency is read from the fitted curve at half-maximal effect; % of control where 0% means no effect; nearly all actives have a fitted effect of over 65% in size
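Fluorescence increase (Ex 488/Em 500-530) after overnight compound treatment at 37 deg C flags inhibition of Vif-driven A3F-eYFP loss in stable HeLa A3F-eYFP/Vif cells seeded overnight beforehand.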
Vif-A3G inh – blocks the Vif interaction with human APOBEC3G; Potency, µM (top dose mostly 46.1 µM), without a hit: at the top dose activity, negative = active, hits mostly inhibitors; hit rate 0.076% among 410,000; HeLa A3G-eYFP + Vif (tagged APOBEC3G with the HIV-1 protein that degrades it), YFP fluorescence, overnight; Q9HC16;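 also: potency is read from the fitted curve at half-maximal effect; % is scaled to controls: 0 for no effect and ±100 for the full control effect; nearly all actives have a fitted effect of over 60% in size; hits raise eYFP signal because A3G escapes Vif-driven loss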
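HeLa cells stably expressing Vif and C-terminally eYFP-tagged A3G, seeded overnight at 37 deg C, then exposed to compound by pintool overnight at 37 deg C. Rise in yellow fluorescence (Ex 488/Em 500-530, Acumen) marks blocked Vif-driven A3G degradation.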
Glioma ERSR ind – inducers of ER stress response in human glioma cells; hit rate 0.02% among 420,000; AID 602332; U87-MG GRP78 promoter luciferase reporter, 16 h; Potency, µM, inactives show at the top dose activation, hits mostly activators; also: potency is read from the fitted curve at half-maximal effect; series mostly up to about 76 µM; % of control where 0% means no effect; nearly all actives have a fitted effect of over 35% in size
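ERSR induction read as luciferase luminescence (Bright-Glo, 10 min at room temperature) in stably transfected human U87-MG glioma cells exposed to compounds for 16 h, using GRP78 as sensor.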
TrxR1 substrate – rat thioredoxin reductase 1 substrate activity. purified TrxR1 substrate turnover, NADPH consumption readout. hit rate 0.01% among 390,000. AID 588456. Potency, µM (titrated, usually from 114 µM), for the others: at the top dose activity change, negative = substrate turnover. O89049; also: potency is read from the fitted curve at half-maximal effect; % is scaled to controls: 0 for no effect and ±100 for the full control effect; nearly all actives have a fitted effect of over 50% in size
Target sequence (O89049 whole entry, looked up): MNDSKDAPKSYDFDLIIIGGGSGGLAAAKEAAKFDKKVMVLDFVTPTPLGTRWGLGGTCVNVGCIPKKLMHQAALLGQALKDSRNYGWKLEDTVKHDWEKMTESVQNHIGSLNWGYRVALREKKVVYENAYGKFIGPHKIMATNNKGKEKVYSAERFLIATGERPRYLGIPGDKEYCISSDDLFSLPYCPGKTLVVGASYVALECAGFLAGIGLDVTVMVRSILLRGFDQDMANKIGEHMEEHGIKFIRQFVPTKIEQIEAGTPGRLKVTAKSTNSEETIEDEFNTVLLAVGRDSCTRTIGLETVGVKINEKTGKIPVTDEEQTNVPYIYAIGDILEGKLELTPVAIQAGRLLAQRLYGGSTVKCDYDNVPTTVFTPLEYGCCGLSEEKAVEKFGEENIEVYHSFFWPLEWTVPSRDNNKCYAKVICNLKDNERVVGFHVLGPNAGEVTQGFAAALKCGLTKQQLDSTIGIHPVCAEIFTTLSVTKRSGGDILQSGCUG
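Rat TrxR1, dispensed at 90 nM, was prereduced with 400 uM NADPH (final) for 5 min at ~22 deg C, then incubated with compound 15 min before 400 uM selenite. A first-read NADPH fluorescence drop versus no-compound background flagged substrates.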
* = called active by the depositor; ? = inconclusive; . = not tested or not shown; & = joins results of further samples; [ ] = dose if it differs, or a comment. Unless noted, calls follow the shape of the dose curve; as a rule, active = well fitted curve in the direction sought with a large enough effect; inconclusive = small, poorly fitted or top-dose-only effect, or another doubt; inactive = no such curve, though single readings can be large; an effect the other way counts as inactive or inconclusive. The list is partial. The share of hits here may be higher or lower than overall.

Sample of the layout, 3 compounds:
SMILES	LDHA block	PI4K2A inh	USP1-UAF1 inh	IDH1 R132H inh	RXFP1 ag	Vif-A3F inh	Vif-A3G inh	Glioma ERSR ind	TrxR1 substrate
COc1ccc(C2C(C(=O)N3CCN(c4ccccn4)CC3)CCC(=O)N2c2ccc(OC)cc2)cc1 (stereo not drawn)	-2	3	-12%	6%	-4.2%	13%	0%	-1%	2%
CC1=C(C(=O)OCC(C)C)C2(O)C(=O)c3ccccc3C2(O)N1 (stereo not drawn)	-11	-8	-16%	7%	0.0%	-4%	0%	-3%	-9%
CN(C(=O)c1cccc(NC(=O)Cc2ccc(NC(=O)C3CCCN(C(=O)C4CCCC4)C3)cc2)c1)C1CCCCC1 (stereo not drawn)	-1	4	-20%	-5%	.	-3%	3%	-2%	0%

Results (from the top)
SMILES	LDHA block	PI4K2A inh	USP1-UAF1 inh	IDH1 R132H inh	RXFP1 ag	Vif-A3F inh	Vif-A3G inh	Glioma ERSR ind	TrxR1 substrate
COc1ccc(C2C(C(=O)N3CCN(c4ccccn4)CC3)CCC(=O)N2c2ccc(OC)cc2)cc1 (stereo not drawn)	-2	3	-12%	6%	-4.2%	13%	0%	-1%	2%
CC1=C(C(=O)OCC(C)C)C2(O)C(=O)c3ccccc3C2(O)N1 (stereo not drawn)	-11	-8	-16%	7%	0.0%	-4%	0%	-3%	-9%
CN(C(=O)c1cccc(NC(=O)Cc2ccc(NC(=O)C3CCCN(C(=O)C4CCCC4)C3)cc2)c1)C1CCCCC1 (stereo not drawn)	-1	4	-20%	-5%	.	-3%	3%	-2%	0%
Cc1cc(C(=O)N/N=C/c2ccccc2)c(C)o1	0	2	-8%	-7%	3.3%	3%	0%	1%	-11%
CC1(CC(=O)N/N=C/c2cc3c(cc2Br)OCO3)OCCO1	-1	-2	1%	-1%	0.1%	10%	0%	0%	-4%
CC(C)c1nc2c([nH]1)c(=O)n(C)c(=O)n2C	2	-5	-6%	3%	21%	1%	0%	-5%	3%
CN1CCN(C(=O)COCc2cc(-c3ccc4c(c3)OCO4)on2)CC1	-1	-5	-13%	-1%	1.8%	-6%	-2%	1%	2%
CCC1CCCCN1CCCNC(=O)CC1Oc2ccccc2NC1=O (stereo not drawn)	-1	-5	-1%	4%	0.0%	-6%	1%	-2%	-2%
CN(C)c1ccc(/C=N/Nc2ccc(-n3ccnc3)nn2)cc1	6	-19	-13%	5%	0.2%	6%	1%	1%	1%[57.1 µM]
Cc1ccccc1NC(=S)Nc1cccc2cnccc12	25	-23	-24%	8%	1.6%	1%	-4%	-3%	10%[57.1 µM]
O=C(N/N=C\c1cc(Cl)ccc1O)c1ccc(S(=O)(=O)N2CCCCC2)cc1	-4	-1	-3%	1%	0.2%	-18%	-10%	0%	-9%
Cc1cc(C)cc(N2CC(O)=C(c3nc4ccccc4c(=O)[nH]3)C2=N)c1	-7	-3	-22%	-1%	-2.3%	-12%	-17%	-2%	6%[57.1 µM]
Nc1nonc1-n1nnc(C(=O)N/N=C/c2ccc(Br)cc2)c1-c1ccc2c(c1)OCO2	1	0	-17%	-4%	0.2%	-3%	0%	-2%	1%
O=C(COC(=O)Cn1cnc2ccccc2c1=O)NCC12CC3CC(CC(C3)C1)C2	0	0	-1%	-1%	-0.8%	-9%	-1%	-3%	2%
COC(=O)c1cc(Br)c(=O)n(CCN2CCCCC2)c1	-8	-1	-12%	3%	0.5%	8%	0%	-2%	-6%
COc1ccc(/C=N/NC(=O)c2ccco2)cc1OCc1ccccc1	1	-5	-11%	3%	-3.3%	9%	-7%	9%	0%[57.1 µM]
Cn1c2ccccc2c2ncn(Cc3ccc(F)cc3)c(=O)c21	-4	3	-3%	6%	3.7%	-1%	-6%	1%	-1%
O=C1c2ccccc2C(=O)N1CCCCSc1nnnn1-c1ccccc1	-3	4	-17%	2%	1.9%	-1%	-3%	1%	-8%
COc1cc2nc3occc3c(OC)c2cc1OC	1	3	?	13%	2.0%	2%	6%	-6%	2%
Cc1nc(-c2ccc(F)cc2)c(CC(=O)N2CCN(S(=O)(=O)c3cccc(Cl)c3)CC2)s1	-4&0	2	-25%	6%	-0.7%	-5%	0%	-5%	7%
CCOC(=O)N1CCN(CCC(=O)Nc2cc([N+](=O)[O-])ccc2OC)CC1	-9	-6	0%	-1%	0.9%	-16%	-1%	-1%	-2%
O=C(NCCCN1CCCC1=O)c1ccc(S(=O)(=O)Nc2ccccc2F)cc1	-8	2	-11%	17%	1.2%	-13%	0%	-5%	-9%
CCCC(C)NC(=O)c1ccc(OCc2ccc(Cl)cc2)c(OC)c1 (stereo not drawn)	-7	-4	3%	-4%	3.7%	-8%	-9%	-1%	0%
CCOC(=O)c1c(C)[nH]c(C)c1C(=O)COC(=O)c1cc2ccccc2cc1O	3	3	-27%	31%[activator]	0.2%	-18%	4%	-7%	-2%
O=C(COC(=O)C1CCN(S(=O)(=O)c2cccs2)CC1)c1ccc2c(c1)OCCO2	-1	4	-19%	7%	1.9%	3%	4%	-3%	-10%
Cc1cc(SCC(=O)OCC(=O)NCC2CCCO2)c(C)cc1Br (stereo not drawn)	-7	5	-22%	-4%	0.1%	-1%	0%	-2%	8%
COc1ccc(C(C)(C)C)cc1NC(=O)C1CC=CCC1C(=O)O (stereo not drawn)	5	4	-2%	2%	2.4%	-6%	0%	-4%	-1%
COCCn1c(=S)[nH]c2cc(C(=O)NC3CCCC(C)C3C)ccc2c1=O (stereo not drawn)	-1	0	9%	-2%	.	-9%	-4%	-3%	.
COc1cccc(CN(C)C(=O)c2ccc(OCC(=O)N3CCOCC3)c(OC)c2)c1	-1	1	-13%	12%	0.4%	-9%	9%	-3%	3%
CN(C(=O)COC(=O)COc1ccc2ccccc2c1)c1ccccc1	0	0	?	4%	.	6%	3%	-7%	.
COc1cc2c(=O)[nH]c3cc([N+](=O)[O-])ccc3c2cc1[N+](=O)[O-]	-8	-1	?	-1%	.	-1%	3%	-8%	.
CCc1cccc(NS(=O)(=O)c2c(C)nc3scc(C)n3c2=O)c1	-9	3	-6%	-8%	-0.9%	-5%	1%	-2%	-1%[57.1 µM]
O=C(O)CCC(=O)N1CCN(S(=O)(=O)c2ccc3ccccc3c2)CC1	2	-3	-4%	4%	-0.2%	-1%	-7%	-2%	-8%[57.1 µM]
CCOc1ccc(N2C(=O)c3cccnc3C2=O)cc1	-4	-13	3%	1%	-0.3%	-18%	2%	-2%	17%
COc1ccccc1CNC(=O)c1ccc(Cn2c(SCc3ccccc3)nc3cccnc32)cc1	1	-1	-4%	0%	-5.2%	2%	-4%	6%	23%
O=S(=O)(c1ccccc1)N1CCn2c(nc3ccccc32)C1	-9	2	-12%	-10%	1.9%	-7%	0%	-3%	2%[57.1 µM]
COc1ccc(-c2nc3nc(N)nn3cc2C)cc1F	-11	-5	7%	-3%	-0.1%	7%	4%	-4%	51%[activator][57.1 µM]
CCN(CC)C(=O)c1c([N+](=O)[O-])c(C(C)(C)C)nn1C	-2	6	-18%	4%	0.1%	-2%	-7%	-5%	5%[57.1 µM]
CCn1cc(C(=O)OCC(=O)Nc2cc(Cl)ccc2C)c(=O)c2ccc(C)nc21	4	0	-26%	-8%	3.2%	-15%	-2%	-2%	-2%
COc1ccccc1C(=O)NC(CCSC)C(=O)NCc1ccccn1 (stereo not drawn)	-1	3	-17%	-3%	-1.7%	-10%	0%	-6%	-10%
Cc1nnc(NC(=O)C2CC(=O)N(c3ccc4c(c3)OCCO4)C2)s1 (stereo not drawn)	-18	-4	-4%	-17%	1.0%	5%	-10%	-4%	-5%
COc1cc(-c2cnc3c(NC=O)cc(-c4cccc(C(F)(F)F)c4)cn23)cc(OC)c1OC	0	1	.	.	.	.	?	-4%	.
Cc1ccc(C2=NN(CC(=O)NCCN(CC(C)C)CC(C)C)C(=O)CC2)cc1	1&-1	2&1	-24%&-10%	-3%&11%	0.2%&2.0%	-1%&5%	6%&0%	-6%&-3%	-4%
CC(=O)c1ccc(NC(=O)C2(c3ccccc3)CC2(Cl)Cl)cc1 (stereo not drawn)	-7	-2	-7%	6%	-1.7%	-7%	-6%	0%	2%[57.1 µM]
CC(C)NC(=O)C1(O)c2ccccc2NC(=O)N1c1ccc(Cl)c(Cl)c1 (stereo not drawn)	-11	-2	-7%	-2%	1.4%	-7%	2%	-2%	-1%[57.1 µM]
NC(=O)c1ccc(NC(=O)COC(=O)CCC(=O)c2ccc(Cl)cc2)cc1	-5	-6	-21%	9%	-1.8%	-5%	-4%	-3%	1%
Cc1cc(C)cc(-n2cc(C(=O)O)c(=O)cc2C)c1	0	-2	-15%	-2%	0.5%	4%	0%	-3%	0%
CCOC(=O)c1ccc(NC(=O)C(C)NS(=O)(=O)c2ccc(OC)cc2)cc1 (stereo not drawn)	-2	2	-15%	6%	2.9%	-4%	2%	-4%	2%
O=C(Nc1cccc(S(=O)(=O)N2CCCC2)c1)c1cc(S(=O)(=O)N2CCOCC2)ccc1F	2	-2	-11%	4%	3.7%	5%	-2%	-2%	-3%
CCCc1nc(N)nc2c1C(=O)CC(C)(C)C2	-2	-1	-20%	10%	0.7%	-7%	0%	1%	16%
COc1ccccc1C(=O)NNC(=O)c1cccc(C)c1	-2	-4	-12%	4%	-0.2%	3%	2%	-6%	-6%[57.1 µM]
